# Source: PubChem
# Peg3 promoter = Peg3 promoter activity inhibition. 360,000 compounds, 1.7% hits. inhibition, % at 20 µM. HeLa PEG-Prom luciferase reporter, luminescence, overnight. AID 588405;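 active = inhibition of at least 50% at 20 µM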
# HIF-2a inh = blocks HIF-2a reporter activity | 786-0 RCC cells HIF-2a reporter, luciferase luminescence, overnight | inhibition, % at 18.8 µM | 360,000 compounds, 0.72% hits;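 active = inhibition of the luminescence signal of 40% or more relative to plate controls, in a single-dose primary screen at 18.75 µM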
# KKLEB tox = counter-screen for CF NF-kB inhibitors: cytotoxicity. activity change (cytotoxicity), % at 5 µM. KKLEB CF airway cells viability, ATPlite luminescence, overnight; stronger effect = lower value; cells stimulated with P. aeruginosa culture filtrate. 360,000 compounds, 0.36% hits;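 active = corrected activity change at or below -50% at 5 µM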
# NR2E3 ag-1 = agonists of human nuclear receptor NR2E3; Q9Y5X4; GST-NR2E3/biotin-RetCOR TR-FRET, 1536-well; inhibition of corepressor binding, % at 4.78 µM; 320,000 compounds, 0.12% hits; AID 2300;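 active = percent inhibition above the cutoff of mean plus 3 SD of all tested compounds, set per screening campaign, cut at about 20% in these data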;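 also: 0% = DMSO wells and 100% = biotin wells as full block of FRET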
# Target sequence (Q9Y5X4 whole entry, looked up): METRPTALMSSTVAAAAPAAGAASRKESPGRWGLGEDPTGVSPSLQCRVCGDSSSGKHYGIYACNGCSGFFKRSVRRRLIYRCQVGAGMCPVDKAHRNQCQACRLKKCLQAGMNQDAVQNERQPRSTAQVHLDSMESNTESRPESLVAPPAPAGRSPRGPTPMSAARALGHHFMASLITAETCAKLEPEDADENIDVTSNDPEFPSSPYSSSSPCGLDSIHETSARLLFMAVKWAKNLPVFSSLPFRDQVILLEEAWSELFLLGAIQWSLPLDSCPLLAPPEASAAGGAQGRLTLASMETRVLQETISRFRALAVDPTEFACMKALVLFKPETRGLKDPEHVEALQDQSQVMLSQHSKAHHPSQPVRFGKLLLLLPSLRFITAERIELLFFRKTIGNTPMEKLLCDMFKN
#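 Test system: GST-NR2E3 and biotin-RetCOR proteins | Quantity: 1.35 nM GST-tagged NR2E3 final | Medium: Tris pH 7.5 | Also added: 7 nM biotin-RetCOR | Dosing: Compound at 4.8 µM, single dose | Timing: 5 h at 4 °C | Detection: Time-resolved FRET | Read-out basis: Percent inhibition | Benchmarks: Biotin wells as high control, 0.6% DMSO wells as low control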
# NR2E3 ag-2 = agonists of human NR2E3 nuclear receptor. Q9Y5X4. CHO-S Gal4-NCOR/VP16-NR2E3 two-hybrid, luciferase. inhibition of corepressor binding, % at 3.98 µM. 360,000 compounds, 0.35% hits. AID 602229;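 active = inhibition above the mean of all tested compounds plus 3 SD, cut at about 70% in these data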;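 also: 0% = DMSO with NR2E3 transfected cells and 100% = cells lacking NR2E3 construct; higher means lower luciferase signal from less NR2E3 corepressor binding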
# TROY NFkB inh = inhibitors of TROY-dependent NF-kB signaling; Q293 LMP1-TROYcd NF-kB luciferase reporter, 4 h; inhibition, % at 10 µM; 360,000 compounds, 0.98% hits;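 active = compounds whose plate-normalised and pattern-corrected inhibition of the luciferase reporter signal at the single screening dose is 50% or more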
# TWEAK-Fn14 inh = blocks TWEAK-Fn14 interaction in a reporter cell assay; TWEAK-stimulated Fn14 reporter cells, luciferase luminescence, 8 h; inhibition, % at 10 µM; 360,000 compounds, 2% hits; AID 1159606; in the data active = inhibition above about 50%
# TRPM1 prom inh = MITF TRPM1 promoter inhibition in SK-MEL-5 cells | SK-MEL-5 TRPM1 promoter luciferase, 24 h | inhibition, % at 12.5 µM | 330,000 compounds, 0.83% hits | AID 488899;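 active = mean inhibition across replicates of 60% or more, whatever share of single replicates reaches that level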; also: values of inactives mirror those of a sister screen read the other way
# TRAIL sens C8 = caspase-8 TRAIL sensitization. NB7+C8 cells + TRAIL, ATPlite viability luminescence. inhibition (viability loss, TRAIL sensitization), % at 10 µM. 360,000 compounds, 1% hits. AID 624354;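 active = compounds causing at least 50% loss of cell viability in the single-dose screen, relative to plate controls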
# CF NFkB inh = cystic fibrosis NF-kB activation inhibition | KKLEB NF-kB-GFP reporter, PAF-induced, GFP fluorescence overnight | 360,000 compounds, 0.86% hits | AID 588850 | inhibition, % at 5 µM;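 active = at least 50% inhibition at 5 µM, scaled per plate between neutral and stimulator controls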;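 also: PAF is a Pseudomonas aeruginosa culture filtrate used as stimulus; plate controls were PAF-stimulated DMSO wells for no effect and unstimulated DMSO wells for full effect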
# Shn3 inh set2 = Schnurri-3 reporter inhibition in Clone20 osteoblasts | Clone20 osteoblast Shn3 3'UTR firefly luciferase, 24 h | inhibition, % at 12.5 µM | 360,000 compounds, 0.52% hits | AID 588674;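 active = mean inhibition of at least 75% with every replicate also reaching 75%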;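 also: 0% = median of neutral control wells and 100% = pilot-screen positive control compound; some compounds past the cut are filed as inactive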
# The depositor's hits bear a star; · = not tested or not shown. An excerpt. The share of hits here may be higher or lower than overall.
# Start of the data: the first 14 records, ahead of the listing:
SMILES,Peg3 promoter,HIF-2a inh,KKLEB tox,NR2E3 ag-1,NR2E3 ag-2,TROY NFkB inh,TWEAK-Fn14 inh,TRPM1 prom inh,TRAIL sens C8,CF NFkB inh,Shn3 inh set2
O=C(NC(=S)NC1CCCc2ccccc21)c1ccco1 (stereo not drawn),2,1,-5,3,-15,-27,-2,10,1,-6,4
Cc1cnccc1CN(C)Cc1cn(C)nc1-c1cccc(Cl)c1,7,4,-8,-1,18,-21,-28,23,-3,10,10
CC(C)CNC(=O)CCc1c[nH]c2ccccc12,-5,9,2,-4,2,-4,7,3,0,-5,-2
O=C(Oc1cccc2c(O)cccc12)c1ccccc1,-37,3,10,-1,-31,-8,0,-13,-19,8,-15
COc1ccc(Cl)cc1NC(=O)CN(C)CC(=O)Nc1ccccc1-c1ccccc1,35,19,-5,1,-20,6,-1,8,1,8,5
CC1CCCCC1NC(=O)C1CCN(S(=O)(=O)c2cccc3nsnc23)CC1 (stereo not drawn),2,14,-31,7,-10,-9,15,-8,3,16,-33
CN(C)c1cccc(C(=O)NCc2ccccc2Cl)c1,-92,-116,9,-2,-16,-23,-15,-18,21,-15,-15
O=C(O)CSc1nnc2n(-c3ccccc3)c(=O)c3ccccc3n12,-7,0,-9,4,-21,4,6,-6,1,8,-2
O=C(c1ccncc1)N1N=C2CCCCCC2C1(O)C(F)(F)F (stereo not drawn),-5,2,-8,-1,0,-8,-9,16,-11,16,-4
CCOc1ccccc1C(=O)OC(C)C(=O)Nc1ccc(S(=O)(=O)N2CCCC2)cc1 (stereo not drawn),8,4,0,1,-4,10,3,18,7,1,-16
COc1ccc(NC(=O)CN(C)C(=O)c2cc(-c3ccco3)nc3ccccc23)cc1,-8,6,-3,1,6,8,6,4,31,1,3
CCS(=O)(=O)N1Cc2ccccc2CC1C(=O)Nc1ccc(C)cc1 (stereo not drawn),-178,-169,12,-1,-47,-90,-11,-33,7,-3,-38
Cc1ccc(C)n1NC(=O)c1ccc([N+](=O)[O-])cc1,-3,8,-3,4,3,-3,6,-7,-5,-7,7
Cc1nnc(SCCCOc2ccccc2)nc1C,-93,-116,2,1,4,-45,-10,-8,-13,11,-40

# This part in full, previewed entries included:
SMILES,Peg3 promoter,HIF-2a inh,KKLEB tox,NR2E3 ag-1,NR2E3 ag-2,TROY NFkB inh,TWEAK-Fn14 inh,TRPM1 prom inh,TRAIL sens C8,CF NFkB inh,Shn3 inh set2
O=C(NC(=S)NC1CCCc2ccccc21)c1ccco1 (stereo not drawn),2,1,-5,3,-15,-27,-2,10,1,-6,4
Cc1cnccc1CN(C)Cc1cn(C)nc1-c1cccc(Cl)c1,7,4,-8,-1,18,-21,-28,23,-3,10,10
CC(C)CNC(=O)CCc1c[nH]c2ccccc12,-5,9,2,-4,2,-4,7,3,0,-5,-2
O=C(Oc1cccc2c(O)cccc12)c1ccccc1,-37,3,10,-1,-31,-8,0,-13,-19,8,-15
COc1ccc(Cl)cc1NC(=O)CN(C)CC(=O)Nc1ccccc1-c1ccccc1,35,19,-5,1,-20,6,-1,8,1,8,5
CC1CCCCC1NC(=O)C1CCN(S(=O)(=O)c2cccc3nsnc23)CC1 (stereo not drawn),2,14,-31,7,-10,-9,15,-8,3,16,-33
CN(C)c1cccc(C(=O)NCc2ccccc2Cl)c1,-92,-116,9,-2,-16,-23,-15,-18,21,-15,-15
O=C(O)CSc1nnc2n(-c3ccccc3)c(=O)c3ccccc3n12,-7,0,-9,4,-21,4,6,-6,1,8,-2
O=C(c1ccncc1)N1N=C2CCCCCC2C1(O)C(F)(F)F (stereo not drawn),-5,2,-8,-1,0,-8,-9,16,-11,16,-4
CCOc1ccccc1C(=O)OC(C)C(=O)Nc1ccc(S(=O)(=O)N2CCCC2)cc1 (stereo not drawn),8,4,0,1,-4,10,3,18,7,1,-16
COc1ccc(NC(=O)CN(C)C(=O)c2cc(-c3ccco3)nc3ccccc23)cc1,-8,6,-3,1,6,8,6,4,31,1,3
CCS(=O)(=O)N1Cc2ccccc2CC1C(=O)Nc1ccc(C)cc1 (stereo not drawn),-178,-169,12,-1,-47,-90,-11,-33,7,-3,-38
Cc1ccc(C)n1NC(=O)c1ccc([N+](=O)[O-])cc1,-3,8,-3,4,3,-3,6,-7,-5,-7,7
Cc1nnc(SCCCOc2ccccc2)nc1C,-93,-116,2,1,4,-45,-10,-8,-13,11,-40
CCSc1nc2ccccc2c(=O)n1OCC(=O)OC,-2,14,9,3,-26,13,-1,-2,-12,-4,-2
CC1(C)C2CC=C(/C=N/NC(=S)NCCc3ccccc3)C1C2 (stereo not drawn),22,-23,6,-1,-2,-5,3,11,-5,26,1
CN1CCN(S(=O)(=O)c2cccc(C(=O)Oc3cccc(Br)c3)c2)CC1,-25,8,1,1,2,13,-1,-6,-6,24,8
O=C(N/N=C/C=C/c1ccccc1)c1cccnc1,1,-6,14,-1,-26,2,0,1,17,-50,·
COc1cc(C2C(C#N)=C(N)Oc3cc(C)oc(=O)c32)cc2c1OCO2 (stereo not drawn),4,17,-8,2,-24,0,-8,-45,-9,5,-20
CCC(CC)C(=O)N(C)c1c(C)nc2c(OCc3ccc(C#N)cc3)cccn12,14,16,-3,·,5,-6,10,·,-13,-28,5
COC(=O)c1ccc(S(=O)(=O)N2CCCCCC2)cc1,17,14,-3,4,23,-2,-32,16,-5,6,-15
COCCN(CCOC)C(=O)CC(=O)N(CCOC)CCOC,-9,7,2,0,-14,-5,-3,-14,-8,-9,-14
O=C(NCCc1ccccc1)C(=O)c1c(-c2ccccc2)cc2ccccn12,11,17,-3,-3,-25,2,11,-2,2,3,0
CCn1c(CC(=O)Nc2ccccc2F)nnc1SCC(=O)NC1CCCC1,1,5,9,-2,-7,0,22,-2,-1,0,-7
CC(c1ccccc1)C1C(C#N)=C(N)OC2=C1C(=O)CCC2 (stereo not drawn),5,15,12,4,-14,10,6,-6,-5,-16,14
O=C(Nc1cccc2ccccc12)c1csc([C@@H]2C[C@H](O)[C@@H](CO)O2)n1,7,6,-6,·,-1,-9,-4,·,-3,-30,-7
Cc1cccc(N2CCN(CC(O)COc3ccc4ccccc4c3)CC2)c1 (stereo not drawn),22,-1,-14,·,17,-4,-19,14,-11,14,-25
Cc1ccc(C(=O)OCC(=O)NCCN2C(=O)CSC2=O)cc1[N+](=O)[O-],-6,7,3,·,17,4,5,-5,2,-13,-4
CN(C)C(=O)c1cc(C(=O)Cc2ccccc2)c[nH]1,7,1,2,4,0,7,13,-37,8,-12,2
Cc1cccc(S(=O)(=O)c2c(N)n(/N=C/c3cccnc3)c3nc4ccccc4nc23)c1,15,-7,-49,1,-1,-8,13,-6,21,34,23
CC(/C=C/c1ccco1)=N/NC(=O)c1ccc(C)nc1,-4,13,-2,-6,3,7,-13,7,-16,7,-1
CCc1cccc(CC)c1NC(=O)CN1CCc2cc(OC)c(OC)cc2C1,35,21,-3,1,-9,15,-1,15,12,-3,75
CCOc1c(CNc2nnnn2C)cccc1OC,12,8,-13,-2,1,4,5,-3,-20,-9,-23
CCc1csc(CCNC(=O)C2CCC(=O)N(CCc3cccc(F)c3)C2)n1 (stereo not drawn),9,4,2,·,-8,-23,-10,0,-11,-19,12
COc1cccc(/C=C2\Oc3cc(OCC(=O)N4CCC[C@H]4C(=O)O)ccc3C2=O)c1,-9,-6,1,1,-25,-10,-9,-7,9,-14,-8
O=C(COC(=O)c1ccccc1NCc1ccco1)Nc1ccc2c(c1)OCO2,-124,-135,-3,2,-3,-53,-40,-50,7,9,-25
Clc1cccc(-c2nn3c(Cn4cnc5ccccc54)nnc3s2)c1,7,-11,9,2,10,16,-33,-2,-11,-19,1
CCc1cc(=O)oc2cc(OC(C)C(=O)NCc3ccccn3)ccc12 (stereo not drawn),9,5,17,1,3,3,-8,-2,-1,10,-6
Cc1ccc(/C=N/NC(=O)Cc2cccn2C)cc1,-91,-131,0,-1,29,-46,-1,-27,22,-18,-42
Cc1cccc(/C=N/NC(=O)CNc2cccc3ccccc23)n1,-63,-61,-15,-2,-36,47,47,-1,-3,7,20
Cc1cccc(NC(=S)NC(NC(=O)c2ccco2)C(Cl)(Cl)Cl)c1 (stereo not drawn),38,32,-3,-3,-8,12,11,9,-7,12,24
CC(C)C[C@@H](C(=O)O)N(Cc1cccc(CN([C@@H](CC(C)C)C(=O)O)S(C)(=O)=O)c1)S(C)(=O)=O,-1,-16,-6,8,12,-5,8,-11,8,-22,-17
COc1ccc(C2c3[nH]c4ccccc4c3C[C@H]3C(=O)N(C4CCN(Cc5ccccc5)CC4)CC(=O)N23)cc1OC (stereo partly drawn),14,15,-6,0,15,5,0,11,-8,16,7
COc1ccccc1NS(=O)(=O)c1cccc(NC(=O)C2CC(=O)N(Cc3ccccc3)C2)c1 (stereo not drawn),15,20,6,-1,-1,2,34,13,-7,-1,12
COCCNC(=O)C1c2cc(OC)c(OC)cc2C(=O)N(C)C1c1cccnc1 (stereo not drawn),9,14,2,0,-10,11,-1,-10,-18,-6,-11
O=C(NNC1=NS(=O)(=O)c2ccccc21)c1ccccc1Cl,0,6,7,-2,2,0,13,3,-6,3,-17
CC(C)CCNC(=O)c1ccc2c(Cl)c3c(nc2c1)CCC3,-193,-192,-32,-2,-119,55*,58*,-53,64*,4,-37
O=C(NCc1ccncc1)c1ccccc1Nc1ccc(SC(F)F)cc1,11,-30,-14,2,2,-2,7,-7,-12,1,-18
COCCCN1C(=O)C(=O)/C(=C(/O)c2ccc(OC(C)C)c(C)c2)C1c1ccncc1 (stereo not drawn),3,-6,-10,5,-15,-18,22,-10,3,11,-26
CC(C)(C)NS(=O)(=O)NC(=O)C1=C(N2CCCC2)COC1=O,7,5,-6,·,-30,14,2,-14,9,-2,-7
COc1ccccc1OCC(=O)Nc1sc2c(c1C(=O)NCC1CCCO1)CCC2 (stereo not drawn),40,11,-2,-2,-17,13,-12,-1,-18,-9,24
